MDM2 E3 inh: inhibitors of human Mdm2 E3 ubiquitin ligase; Q00987; cell-based MDM2 ubiquitination luciferase reporter, 2 h; 0 = plate control, 100 = twice control, blank-subtracted; signal enhancement, % at 5 µM; 0.11% of 210,000 active;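 active = signal enhancement of 30% or more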;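 note: luminescence tracks abundance of the self-degrading MDM2-luciferase fusion protein; higher signal means inhibition of MDM2 E3 ligase activity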
Target sequence (Q00987 whole entry, looked up, the tested form may be a part): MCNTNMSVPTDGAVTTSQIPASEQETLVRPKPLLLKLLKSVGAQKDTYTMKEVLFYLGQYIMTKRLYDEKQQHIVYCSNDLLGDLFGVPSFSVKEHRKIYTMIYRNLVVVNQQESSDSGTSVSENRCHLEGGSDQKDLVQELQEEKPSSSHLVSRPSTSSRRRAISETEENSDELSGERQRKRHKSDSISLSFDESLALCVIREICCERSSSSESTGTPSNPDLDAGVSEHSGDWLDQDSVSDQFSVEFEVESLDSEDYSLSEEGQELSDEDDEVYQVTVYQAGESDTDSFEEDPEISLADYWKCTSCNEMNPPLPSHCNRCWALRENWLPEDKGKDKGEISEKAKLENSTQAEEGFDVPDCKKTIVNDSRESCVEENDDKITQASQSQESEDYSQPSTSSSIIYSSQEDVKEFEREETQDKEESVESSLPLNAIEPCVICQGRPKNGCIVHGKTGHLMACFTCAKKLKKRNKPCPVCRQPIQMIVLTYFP
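test system = mammalian cells stably expressing self-ubiquitinating, self-degrading MDM2 E3–luciferase fusion | quantity = 2000 cells/well | incubation = cell settling 4 h, compound treatment 2 h, both 37 °C | signal = luminescence with SteadyLite reagent, 15 min at room temperature | evaluation = % enhancement relative to plate controls after blank subtraction | benchmarks = plate controls and plate blanks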
EBV gp42 block: inhibitors of Epstein-Barr virus glycoprotein 42; 0.42% of 220,000 active; AID 1085; Fluorescence polarization binding assay, mP read-out; Q1HVG2; inhibition, % (tested at 21.74 µM); in the data active = inhibition above about 50%
Target sequence (Q1HVG2 whole entry, looked up): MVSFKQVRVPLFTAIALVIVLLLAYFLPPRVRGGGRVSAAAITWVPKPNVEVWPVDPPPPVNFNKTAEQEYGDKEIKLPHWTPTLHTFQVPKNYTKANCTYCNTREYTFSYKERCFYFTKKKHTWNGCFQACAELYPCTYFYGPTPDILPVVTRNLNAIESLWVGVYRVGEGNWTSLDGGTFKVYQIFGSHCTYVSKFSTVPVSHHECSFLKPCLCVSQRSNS
Runt-SMMHC FRET: inhibitors of human RUNX1 Runt domain binding to CBFb-SMMHC; Cerulean-Runt/Venus-CBFb-SMMHC FRET ratio 530/480, 1 h; 0.74% of 220,000 active; Q01196+Q13951; AID 1434; inhibition, % at 20 µM;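 active = mean inhibition across duplicate retests at 20 µM reaching about 50%, limit read from the data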;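 note: 0% = DMSO wells and 100% = wells with excess untagged CBFb-SMMHC; inhibitors lower the FRET ratio by blocking Runt binding to CBFb-SMMHC; some results filed as inactive read as strong as hits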
Runt-CBFb FRET: Runt domain-CBFb interaction inhibition; Cerulean-Runt/Venus-CBFb FRET ratio 530/480, 1 h; inhibition, % at 20 µM; 0.46% of 220,000 active; AID 1496;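 active = inhibition over about 50% at 20 µM in the single-dose screen, limit read from the data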;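 note: 0% = DMSO wells and 100% = excess unlabeled CBFb competitor control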
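test system = Cerulean-Runt domain fusion protein, energy donor | probe or stimulus = Venus-CBFb binding partner, 100 nM | incubation = two 1 h room-temperature incubations shielded from light | detection = fluorescence energy transfer, 422 nm excitation, 530/480 nm emission | measure = loss of energy transfer signal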
zVAD death inh: blocks zVAD induced death of L929 cells | 0.38% of 220,000 active | viability rescue, % at 10 µM | L929 zVAD necroptosis rescue, ATP luminescence, 24 h; with zVAD 60 µM;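 active = activation, scaled between plate controls, above about 75%, limit read from the data; inactive = activation under that limit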;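 note: 0% = zVAD with DMSO and 100% = DMSO alone without zVAD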
Hck Nef HTS: inhibitors of human Hck kinase activated by Nef; P08631; Recombinant Hck-YEEI plus Nef, Z-Lyte FRET kinase assay; inhibition, % at 20 µM; AID 463187; 0.68% of 220,000 active;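 active = Hck-Nef kinase inhibition above about 50%, limit read from the data; inactive = inhibition below that limit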;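 note: 0% = DMSO with Hck plus Nef and 100% = Hck alone without Nef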
NCF1 inh: p47phox (human) inhibition; AID 1274; p47phox/p22phox peptide binding, fluorescence polarization, 2 h; 0.53% of 220,000 active; inhibition, % at 24.7 µM;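 active = inhibition above about 30%, limit read from the data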;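 note: 0% = p47phox with labelled peptide and 100% = labelled peptide alone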
Tb hexokinase: T. brucei hexokinase 1 inhibition; recombinant TbHK1, G6PDH-coupled NADH A340; inhibition, % at 10 µM; 0.11% of 220,000 active; AID 1430;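 active = inhibition of 50% or more in the single-dose primary screen; inactive = inhibition below 50%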
14-3-3 Bad inh: disrupts binding of bovine 14-3-3 zeta to phospho-Bad peptide; TR-FRET 14-3-3zeta/Dy647-pBad peptide displacement, 1 h; inhibition, % at 21.7 µM; AID 781; 0.71% of 220,000 active;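 active = inhibition above about 70%, limit read from the data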;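 note: 0% = full 14-3-3 plus peptide FRET controls and 100% = background without 14-3-3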
Target sequence (P63103 whole entry, looked up): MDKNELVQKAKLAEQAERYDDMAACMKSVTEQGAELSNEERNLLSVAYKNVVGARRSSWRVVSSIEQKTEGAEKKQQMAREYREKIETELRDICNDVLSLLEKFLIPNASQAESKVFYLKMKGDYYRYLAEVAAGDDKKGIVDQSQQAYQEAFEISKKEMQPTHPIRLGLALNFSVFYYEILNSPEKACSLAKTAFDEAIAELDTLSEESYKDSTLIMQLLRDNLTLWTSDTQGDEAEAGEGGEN
An asterisk follows results filed as active; nt = not tested or not shown; [ ] = dose if it differs, or a comment. An unsorted share of the library; overall some 3.2% were active at least once.

compound | MDM2 E3 inh | EBV gp42 block | Runt-SMMHC FRET | Runt-CBFb FRET | zVAD death inh | Hck Nef HTS | NCF1 inh | Tb hexokinase | 14-3-3 Bad inh
CCOc1ccccc1C1CC(c2cccs2)=NN1S(C)(=O)=O (configuration not stated) | -3 | -1 | 5 | 1 | 0.4 | 19 | -222 | 4 | -7
CCOc1cc(CNCCCN2CCOCC2)cc(Br)c1OCC(=O)Nc1cccc(C(F)(F)F)c1 | -8 | -12 | 0 | 0 | 0.7 | 0 | -17 | 2 | 79*
CCC(C)NS(=O)(=O)c1ccc(NC(=O)c2c(-c3ccccc3)noc2C)cc1 (configuration not stated) | -8 | -7 | 2 | 1 | 0.1 | 3 | 5 | 1 | 6
CCc1ccc(OCc2n[nH]c(=S)n2Cc2ccccc2)cc1 | 4 | -3 | nt | nt | 0.7 | 25 | -11 | 0 | -15
CSCCC(NC(N)=O)C(=O)Nc1cccc(C#N)c1 (configuration not stated) | -5 | -13 | -9 | -1 | -0.1 | 22 | -7 | -6 | -17
O=c1c2sccc2nc(SCc2cc(=O)n3cc(Cl)ccc3n2)n1-c1ccc(F)cc1 | -10 | -12 | 0 | 0 | -0.6 | 2 | -9 | -4 | -4
c1ccc(OCc2nc(-c3ccncc3)no2)cc1 | -4 | -11 | 0 | 4 | 1.9 | 21 | -4 | 4 | -11
Cc1cc(C)nc(NS(=O)(=O)c2ccccc2)n1 | -3 | -2 | 1 | 0 | -0.2 | 0 | 26 | 2 | 10
COC(=O)c1cc(OC)c(OC)cc1NCC(=O)Nc1ccc(OC)c(OC)c1 | -4 | -13 | 0 | 2 | 0.6 | 7 | -11 | -4 | -5[fluorescence artefact?]
COc1ccc(/C=C2/C(=O)N=C(N)N2C)cc1OC | 3 | -1 | -3 | -4 | -0.9 | -18 | -4 | -49 | -1
O=C(NCCNC(=O)c1ccccc1)c1ccccc1 | nt | -5 | 0 | 1 | -0.3 | 22 | -12 | -8 | -3
Cc1nc2sc(C(c3ccc(F)cc3)N3CCN(C(=O)c4ccco4)CC3)c(O)n2n1 (configuration not stated) | -9 | -11 | -1 | 0 | 1.8 | 0 | -5 | -1 | 5
COc1ccc(-c2[nH]ncc2CN2CCCOc3c(cccc3OC)C2)c(OC)c1 | -12 | -15 | 3 | 0 | 0.6 | -11 | 4 | 11 | -11
Cc1ccc(C2=NN(C(=O)CSc3nc4ncc(Cl)cc4[nH]3)C(c3ccco3)C2)cc1 (configuration not stated) | -6 | -6 | 26 | 18 | 0.4 | 77* | -109 | 1 | -9
CCCCn1cnc2c([nH]c3ccccc32)c1=O | -7 | -10 | 6 | 0 | 0.1 | 1 | -6 | 1 | -7
Cc1cc(=O)n(C)c(=O)n1CCCCOc1cccc([N+](=O)[O-])c1 | 12 | -4 | 2 | 2 | -0.3 | 6 | -3 | 7 | 5[fluorescence artefact?]
O=c1[nH]c(=O)n(Cc2ccccc2)c2nc(-c3ccco3)cc(C(F)(F)F)c12 | -9 | -33 | 2 | 0 | -0.3 | 3 | -32 | 1 | -5
COc1cc(OC)cc(C(=O)NC(=S)Nc2cc3oc4ccccc4c3cc2OC)c1 | -18 | -28 | 6 | -1 | 1.4 | 11 | -9 | -14 | 10
Cn1c(-c2ccc3c(c2)OCO3)c(C(=O)O)c(=O)c2ccccc21 | 3 | -22 | -2 | -2 | -0.2 | 2 | 11 | -36 | -6
O=S(=O)(NCCc1ccncc1)c1ccc(Br)cc1 | -7 | -12 | 2 | 2 | 0.0 | 0 | -10 | -4 | 5
COC(=O)C(NS(=O)(=O)c1ccccc1Br)C(C)C (configuration not stated) | 2 | -24 | -4 | 2 | 0.5 | 20 | -4 | -7 | -4
CCOC(=O)c1c(C)oc(/N=C/c2ccccc2O)c1C#N | -1 | 0 | 1 | 0 | 1.2 | 2 | -11 | -9 | 2
NS(=O)(=O)c1cccc2cccnc12 | 6 | -13 | 0 | 2 | -0.3 | 3 | 2 | 1 | -7[fluorescence artefact?]
Cc1ccc(-c2nnn(CC(=O)N(Cc3ccc(F)cc3)C(C(=O)NC3CCCC3)c3ccncc3)n2)o1 (configuration not stated) | 0 | -13 | -10 | -8 | -0.5 | -2 | -15 | -1 | -1
Cc1cc(C)c(C)c(S(=O)(=O)NCCCN2CCOCC2)c1C | -13 | -15 | -1 | -1 | 0.9 | 8 | 1 | 5 | 86*
COc1cccc(COC(=O)c2nn(-c3ccccc3)nc2N)c1 | -6 | 3 | -4 | -3 | 0.4 | -7 | -9 | -3 | -4
Cc1nc(-c2cccc(S(=O)(=O)N3CC(C)CC(C)C3)c2)cs1 (configuration not stated) | -6 | -23 | -2 | -2 | 0.1 | -2 | -43 | 4 | 53
COC(=O)CCC(=O)Nc1c(C)n(C)n(-c2ccccc2)c1=O | -13 | -4 | -1 | 1 | 1.3 | 23 | -4 | 1 | 0
Cc1ccc(NC2=NCC(=O)N2c2ccc3c(c2)OCCO3)c(C)c1 | -8 | -25 | -4 | -2 | -0.3 | 0 | -10 | 1 | 4[fluorescence artefact?]
CN(C)CCNC(=O)C(=O)NCC1OCCCN1S(=O)(=O)c1cccs1 (configuration not stated) | -3 | -3 | -1 | -1 | 0.6 | 2 | 2 | -6 | 4[fluorescence artefact?]
Cc1ccc(NC(=O)N2CCc3ccccc32)cc1 | -34 | -21 | -7 | -2 | 0.5 | 11 | -7 | 0 | 3
Cc1ccc2c(c1)C(c1ccccc1)N(C(=O)C(C)C)CC(=O)N2 (configuration not stated) | -15 | -3 | -2 | -1 | -1.6 | 0 | -12 | -2 | 0
CCC(=O)Nc1ccc(NC(=O)c2ccccc2Cl)nc1 | -13 | 6 | 1 | 1 | 0.9 | 0 | -7 | 5 | -7
CCOC(=O)C(C)n1cnc2c(nnn2-c2ccc(OC)cc2)c1=O (configuration not stated) | nt | 4 | -7 | 2 | 2.0 | 1 | -14 | 2 | -1[fluorescence artefact?]
CC(=O)Nc1ccc(NC(=O)C2CC(=O)N(c3ccccc3Cl)C2)cc1 (configuration not stated) | -6 | 5 | 2 | -2 | 2.2 | -1 | 6 | 2 | 6
COCCOC(=O)C1=C(N)Oc2c(oc(CO)cc2=O)C1c1c(F)cccc1Cl (configuration not stated) | -7 | -15 | 4 | -1 | -0.7 | 0 | 3 | -3 | -1
CC(=O)/C(=N\Nc1ccccc1)Oc1ccc([N+](=O)[O-])cc1 | -4 | 2 | -4 | -1 | nt | -8 | 4 | -15 | 0[fluorescence artefact?]
CC1CCCCN1C(=O)CSc1nc(C2CC2)nc2c1cnn2-c1ccccc1 (configuration not stated) | 5 | -4 | -5 | -3 | 0.2 | 0 | -4 | 6 | 0[fluorescence artefact?]
CC(=O)Nc1ccc(S(=O)(=O)N(C)CC(=O)OCC(=O)Nc2cccnc2Cl)cc1 | 14 | -9 | 6 | -1 | -0.1 | 4 | -12 | 35 | -12
NC(=O)c1c(-c2cccs2)csc1N | -15 | -6 | 11 | 20 | 14 | 2 | -15 | 3 | -4
Nc1ccc2nc(-c3ccccc3)[nH]c2c1 | -26 | -12 | -6 | 0 | 0.1 | 2 | 7 | -27 | 56[fluorescence artefact?]
COc1cccc2c1C(=O)CC2NC(=O)C(F)(F)F (configuration not stated) | 11 | -21 | -1 | -1 | -0.2 | 1 | -68 | -1 | 10
Cc1ccc(CNC(=O)c2ccc(S(=O)(=O)Nc3c(C)n(C)n(-c4ccccc4)c3=O)cc2)cc1 | nt | -11 | 1 | 0 | 0.4 | 18 | -11 | -11 | -8
CC(=O)Nc1ccc(SCC(=O)Nc2sccc2C#N)cc1 | 1 | -13 | -1 | 2 | 0.8 | 18 | -10 | -1 | 1
CCn1c(=O)c2c3c(sc2n2c(=S)[nH]nc12)CCC3 | -3 | -18 | 9 | -14 | 0.6 | 1 | 4 | 9 | 12
CCn1c(C)[n+](CC)c2ccc(S(=O)(=O)N(C)C)cc21 | -5 | -2 | 6 | -14 | 0.0 | -1 | -16 | -2 | 11
NCCCCCC(=O)N/N=C/c1coc2ccccc2c1=O | 4 | -3 | 0 | 1 | -0.9 | 84* | -7 | -23 | 1
CCOC(=O)c1c(/N=C/N(C)C)sc(/C=N/Nc2ccccc2)c1-c1ccc(Cl)cc1 | 2 | -38 | 119* | 58* | 0.3 | 6 | -37 | -1 | 17[fluorescence artefact?]
COc1ccc(/C=N/NC(N)=S)cc1 | 9 | -2 | 0 | 1 | -0.9 | 9 | 3 | -44 | -2
CCN(CC)CCN(C(=O)c1ccccc1OC)c1nc2ccc(F)cc2s1 | -9 | 0 | -1 | -2 | -1.1 | -26 | -1 | 1 | -2

2 records picked at random from those above:
compound | MDM2 E3 inh | EBV gp42 block | Runt-SMMHC FRET | Runt-CBFb FRET | zVAD death inh | Hck Nef HTS | NCF1 inh | Tb hexokinase | 14-3-3 Bad inh
Cc1ccc(CNC(=O)c2ccc(S(=O)(=O)Nc3c(C)n(C)n(-c4ccccc4)c3=O)cc2)cc1 | nt | -11 | 1 | 0 | 0.4 | 18 | -11 | -11 | -8
CCN(CC)CCN(C(=O)c1ccccc1OC)c1nc2ccc(F)cc2s1 | -9 | 0 | -1 | -2 | -1.1 | -26 | -1 | 1 | -2

Next compounds
compound | MDM2 E3 inh | EBV gp42 block | Runt-SMMHC FRET | Runt-CBFb FRET | zVAD death inh | Hck Nef HTS | NCF1 inh | Tb hexokinase | 14-3-3 Bad inh
O=C(CCc1ccccc1)NNC(=S)NC(=O)c1ccccc1 | -1 | -6 | 5 | 12 | 0.9 | 1 | -4 | 7 | -10[fluorescence artefact?]
Cn1c(N)c(C(=O)COC(=O)c2cc(C(F)(F)F)nc3ccccc23)c(=O)n(Cc2ccccc2)c1=O | nt | -30 | -6 | 0 | 2.4 | -2 | -79 | -4 | 4
Cc1cccc(-c2nsc(SCC(=O)NCc3ccc4c(c3)OCO4)n2)c1 | -4 | -16 | 3 | -2 | 0.1 | 1 | -1 | -8 | 7
COc1cc([N+](=O)[O-])ccc1NC(=S)NC(=O)CC(C)(C)C | -19 | -6 | 0 | 0 | 0.7 | -12 | 0 | -5 | -6
CN(C)S(=O)(=O)c1cccc(NC(=O)COC(=O)c2cc(=O)[nH]c(=O)[nH]2)c1 | -9 | 9 | -2 | 1 | 0.5 | -4 | 3 | 3 | -1
O=C(CSc1nc2ccccc2s1)N/N=C/c1cc([N+](=O)[O-])ccc1O | -8 | 3 | 3 | 1 | 0.2 | -2 | -7 | 1 | -11
O=C(CN1CCOCC1)Nc1ccc(Oc2ccccc2)cc1 | -3 | 6 | 0 | -1 | -0.4 | 3 | -20 | 2 | -4
O=C(Cc1sc(Nc2ccccc2)nc1-c1ccccc1)NCc1ccccn1 | -11 | 7 | 4 | 9 | 4.5 | 19 | -20 | -8 | -6
COc1cc2c(cc1NC(=O)Nc1ccc(F)cc1)oc1ccccc12 | -2 | 13 | 5 | -1 | nt | 2 | -2 | -5 | 2[fluorescence artefact?]
CC(c1ccon1)N(C)C(=O)CCc1nnc(CCCCc2ccccc2)o1 (configuration not stated) | -6 | 2 | 3 | -1 | 0.1 | 9 | -1 | -6 | 12
